High-throughput results (PubChem)
AmpC no deterg: qHTS Inhibitors of AmpC Beta-Lactamase (assay without detergent) | P00811 | AmpC nitrocefin hydrolysis, absorbance 480 nm, 0.0001% Triton | Potency, µM (top dose mostly 57.1 µM), without a hit: at the highest dose activity change, negative = inhibition, actives largely listed as inhibitors | actives 0.52% (n = 330,000) | AID 485341, 2010;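 further: potency means the concentration at half of the fitted maximal effect; plate controls were no compound for no effect and no enzyme for full effect; nearly all actives have a fitted effect of over 20% in size; some results filed as inactive show a strong effect at the top dose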
Target sequence (P00811 whole entry, looked up): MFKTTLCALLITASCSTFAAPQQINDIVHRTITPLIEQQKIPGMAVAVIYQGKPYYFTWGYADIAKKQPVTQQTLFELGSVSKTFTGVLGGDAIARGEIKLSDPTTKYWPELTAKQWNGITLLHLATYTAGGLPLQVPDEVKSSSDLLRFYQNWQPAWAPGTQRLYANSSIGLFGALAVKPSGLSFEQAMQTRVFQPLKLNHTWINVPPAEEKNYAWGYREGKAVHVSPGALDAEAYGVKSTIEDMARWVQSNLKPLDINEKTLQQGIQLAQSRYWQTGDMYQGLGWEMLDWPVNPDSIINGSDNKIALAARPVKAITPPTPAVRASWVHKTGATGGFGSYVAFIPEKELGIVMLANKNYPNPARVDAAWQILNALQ
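20 mM phosphate pH 7.0 + 0.01% (detergent screen) or 0.0001% Triton X-100; 5.3 nM AmpC reagent; cpd preinc 15 min RT; nitrocefin (800 uM stock) to start; A480 q20 s × 4 min; Activity was normalised to no-enzyme and no-compound control wells.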
HCMV inh: qHTS Assay for inhibitors of the human cytomegalovirus (HCMV); HFF cells, HCMV-luciferase reporter, 72 h; stronger effect = lower value; activity change, negative = inhibition, % at 57.5 µM; actives 4.5% (n = 410,000); in the data active means activity change below about -60%; inconclusive means no clear call, values can overlap the other calls; inactive means above about -39%
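Steps: HFFs plated, 16 h 37C; compounds added; HCMV-luciferase added to MOI 1 PFU/cell; 72 h 37C; OneGlo reagent, 5 min room temperature; luminescence read, normalized to controls.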
AMA1-RON2 inh: qHTS for Inhibitors of AMA1-RON; Towards Development of Antimalarial Drug Lead: Primary Screen; Plasmodium falciparum AMA1 (3D7) - RON2 peptide interaction; AlphaScreen AMA1-biotinylated RON2 peptide binding; Potency, µM (top dose mostly 58.2 µM), without a hit: top-dose activity change, negative = inhibition, hits mostly inhibitors; actives 0.2% (n = 360,000);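 further: potency means the concentration at half of the fitted maximal effect; 0% = vehicle wells and -100% = peptide control; nearly all actives have a fitted effect of over 45% in size; some results filed as inactive show a strong effect at the top dose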
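AMA1 (3D7) with his tag at 25 nM final met compounds first, then biotinylated RON2 peptide at 25 nM; detection used donor plus acceptor beads, 10 µg/mL apiece, read by AlphaScreen after 30 min at room temperature.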
Sm TGR inh: qHTS Assay for the Inhibitors of Schistosoma Mansoni Peroxiredoxins | Schistosoma mansoni thioredoxin glutathione reductase (TGR), Q962Y6 | purified TGR, DTNB reduction, TNB absorbance 405 nm | Potency, µM (titrated, usually from 114 µM), for the others: at the top dose activity change, negative = inhibition, most hits filed as inhibitors | actives 3% (n = 360,000) | AID 485364, 2010; further: potency means the concentration at half of the fitted maximal effect; nearly all actives have a fitted effect of over 60% in size
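TGR 20 nM + NADPH 100 uM (dispensed conc.), cpd preinc 15 min RT; start with NADPH (500 uM addition) then DTNB (15 mM addition). Kinetic TNB absorbance, 405 nm filter. Four-parameter Hill fit across titration.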
TbPYK inhibitor: qHTS of Trypanosoma Brucei Inhibitors; pyruvate kinase (Trypanosoma brucei), Q57TT1; AID 624173, 2012; TbPYK enzyme, Kinase-Glo Plus ATP luminescence, 45 min; Potency, µM (top dose mostly 76.8 µM), inactives show top-dose activity, negative = inhibition, most hits filed as inhibitors; actives 0.12% (n = 410,000); further: potency means the concentration at half of the fitted maximal effect; nearly all actives have a fitted effect of over 50% in size
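Readout: single end-point luminescence (Kinase-Glo Plus, 10 min). Reaction conditions were TbPYK/substrate plus 130 uM ADP, 45 min at RT, pH 7.2 TEA buffer. No-enzyme wells served as controls, and data were normalized before concentration-response fitting.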
LmPK inhibitor: qHTS Assay for Inhibitors of Leishmania Mexicana Pyruvate Kinase (LmPK); Q27686; Potency, µM (titrated, usually from 57.5 µM), inactives show top-dose activity change, negative = inhibition, hits mostly inhibitors; actives 0.37% (n = 290,000); purified LmPK, Kinase-Glo ATP luminescence, 1 h; further: potency means the concentration at half of the fitted maximal effect
Target sequence (Q27686 whole entry, looked up): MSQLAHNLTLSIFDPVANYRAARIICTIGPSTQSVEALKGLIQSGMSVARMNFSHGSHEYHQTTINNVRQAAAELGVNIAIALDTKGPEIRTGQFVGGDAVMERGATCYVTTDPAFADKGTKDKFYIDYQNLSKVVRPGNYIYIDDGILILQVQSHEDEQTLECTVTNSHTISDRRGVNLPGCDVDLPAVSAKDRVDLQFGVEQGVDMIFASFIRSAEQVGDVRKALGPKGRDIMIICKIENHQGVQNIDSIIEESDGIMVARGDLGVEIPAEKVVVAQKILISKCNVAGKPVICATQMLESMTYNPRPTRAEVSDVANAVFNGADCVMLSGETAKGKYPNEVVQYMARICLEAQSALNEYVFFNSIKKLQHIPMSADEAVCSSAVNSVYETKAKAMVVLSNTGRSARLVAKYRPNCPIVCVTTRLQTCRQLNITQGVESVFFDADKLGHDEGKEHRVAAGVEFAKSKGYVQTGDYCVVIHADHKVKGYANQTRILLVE
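qHTS format; LmPK 0.1 nM; substrates PEP 0.5 mM and ADP 0.1 mM. One-hour room-temperature incubation, then coupled luciferase luminescence; 0.5 nM enzyme wells mark activation.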
AmpC detergent: qHTS Inhibitors of AmpC Beta-Lactamase (assay with detergent); AmpC hydrolysis of nitrocefin, absorbance 480 nm, 0.01% Triton; actives 0.041% (n = 370,000); P00811; Potency, µM (doses to about 114 µM), for the others: top-dose activity change, negative = inhibition, hits mostly inhibitors;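 further: potency means the concentration at half of the fitted maximal effect; 0% = no-compound wells and -100% = no-enzyme wells; nearly all actives have a fitted effect of over 25% in size; some results filed as inactive show a strong effect at the top dose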
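20 mM phosphate pH 7.0 + 0.01% (detergent screen) or 0.0001% Triton X-100; 5.3 nM AmpC reagent; cpd preinc 15 min RT; nitrocefin (800 uM stock) to start; A480 q20 s × 4 min; Activity was normalised to no-enzyme and no-compound control wells.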
Active calls of the source: *; ? = inconclusive; . = no result given; [ ] = another dose, or the depositor's remark. Unless noted, the call rests on the fitted dose curve; in most records, active means well fitted curve in the direction sought with a large enough effect; inconclusive means small, poorly fitted or top-dose-only effect, or another doubt; inactive means no such curve, though single readings can be large; an effect the other way counts as inactive or inconclusive. Unless noted, on the % scale 0 is the no-effect control and ±100 the full control effect.

SMILES | AmpC no deterg | HCMV inh | AMA1-RON2 inh | Sm TGR inh | TbPYK inhibitor | LmPK inhibitor | AmpC detergent
CC(=O)N1c2ccc(S(=O)(=O)N(C)CC(=O)Nc3ccccc3C)cc2CC1C (stereo not given) | 21% | -38 | 0% | -9% | -1% | 1% | -3%
CSc1nnc(C)c(/C=C/Nc2ccc(Cl)cc2)n1 | 15% | 42 | 9% | 0% | 1% | 0% | -8%
COc1ccc(-n2c(-c3ccc(C)cc3)cc3c2CC(C)(C)CC3=O)cc1Cl | . | -18 | . | 5% | 1% | . | -1%
CCCCN1C(=O)CC(SC2CC(=O)N(CCCC)C2=O)C1=O (stereo not given) | . | -6 | 6% | . | -5% | . | .
O=C(Cn1ccccc1=O)Nc1ccc(Cl)c(S(=O)(=O)N2CCCCC2)c1 | -58% | -30 | 7% | -21% | 4% | . | -9%
CCOC(=O)c1c(-c2ccc(C)cc2)csc1NC(=O)c1nc(SCC)ncc1Cl | . | 5 | . | 8% | -5% | . | 14%
CN1C[C@@H]2[C@@H]3C(=O)N(Cc4ccccc4)C(=O)[C@@H]3[C@](Cc3ccccc3)(C1=O)N2C(=O)c1ccc(F)cc1 | . | -21 | -3% | . | 2% | . | .
NC(=O)c1ccc(N=Nc2c(-c3ccccc3)[nH]n(-c3ccccc3)c2=O)cc1 | -13% | ? | . | 1% | . | 6% | -17%
C=CCNCc1ccc(C(=O)NCCCCCCC)cc1[N+](=O)[O-] | 24% | 24 | 19% | ? | 0% | . | -7%
COc1ccc(-n2c(=O)cc(N3CCCCCC3)[nH]c2=O)cc1 | -5% | 7 | -5% | 1% | 7% | 2% | -1%
CNC(=S)N1N=C(c2ccc(OC)cc2)CC1c1ccc(Cl)cc1Cl (stereo not given) | 2% | -21 | -7% | 1% | -3% | -4% | 0%
COc1ccc(C(CC(=O)O)NC(=O)COc2ccccc2)cc1OC (stereo not given) | -7% | 1 | 4% | 6% | -2% | 2% | 2%
O=C(CNS(=O)(=O)c1ccc(F)cc1)N1CCCCCC1 | 2% | 14 | 9% | 1% | -7% | 3% | -3%
COc1ccccc1C(=O)NC(=O)Nc1cccc(Cl)c1 | -8% | 370 | 12% | 7% | 11% | -11% | -5%
COc1ccc(-c2cn(CCC(=O)O)c(-c3ccncc3)n2)cc1 | -11% | -23 | -1% | -3% | 1% | . | -7%
CN(C)S(=O)(=O)c1ccc(F)c(C(=O)Nc2ccccc2C(=O)NC2CC2)c1 | -22% | 11 | 2% | -4% | -5% | . | -2%
CC(C)c1nc2scc(-c3ccc(Cl)cc3)c2c(=O)n1N | -28% | 0 | -6% | 21% | -4% | 2% | 0%
CCCCC1(CC)C(=O)NC(=O)NC1=Nc1ccc(OC)cc1 (stereo not given) | 2% | 27 | -7% | 1% | -22% | 0% | -1%
O=C1CC2(CCN(C(=O)c3ccc(Cl)cc3)CC2)Oc2ccccc21 | 18% | -20 | -10% | 4% | 2% | . | ?
COc1cc(CC(=O)OCC(=O)NCC(C)C)cc(OC)c1OC | -14% | 81 | -3% | 4% | 5% | 0% | 3%
Cc1ccc(NC2=NCC(=O)N2C2CCCC2)cc1C | -9% | 23 | 10% | . | 4% | -5% | -7%
COCC(C)n1c(SCC(=O)NNC(=O)c2ccc(F)cc2)nc2ccccc2c1=O (stereo not given) | -25% | -15 | 82%[activator] | -20% | 3% | -2% | -1%
O=S(=O)(c1ccccc1)C(Br)S(=O)(=O)c1ccccc1 | . | 2 | 8% | . | -6% | . | .
COc1cc(Cl)c(S(=O)(=O)N2CC(C)OC(C)C2)cc1Cl (stereo not given) | -6% | -6 | 0% | -23% | -2% | -1% | ?
CCOC(=O)C1CCCN(C(=O)c2cc(Nc3ccc(OC)cc3)nc3ccccc23)C1 (stereo not given) | . | 81 | -5% | -4% | 5% | -4% | -1%

One compound at a time (already shown).
CCCCN1C(=O)CC(SC2CC(=O)N(CCCC)C2=O)C1=O (stereo not given) is listed as AmpC no deterg: .; HCMV inh: -6; AMA1-RON2 inh: 6%; Sm TGR inh: .; TbPYK inhibitor: -5%; LmPK inhibitor: .; AmpC detergent: .
CNC(=S)N1N=C(c2ccc(OC)cc2)CC1c1ccc(Cl)cc1Cl (stereo not given) is listed as AmpC no deterg: 2%; HCMV inh: -21; AMA1-RON2 inh: -7%; Sm TGR inh: 1%; TbPYK inhibitor: -3%; LmPK inhibitor: -4%; AmpC detergent: 0%

(more compounds)
SMILES | AmpC no deterg | HCMV inh | AMA1-RON2 inh | Sm TGR inh | TbPYK inhibitor | LmPK inhibitor | AmpC detergent
CCOc1c(Cl)cc(CNc2ccc3[nH]c(=O)[nH]c3c2)cc1OC | . | ? | . | -22% | -3% | . | 24%
COc1ccc2oc(=O)c(C(=O)Nc3ccccc3C)cc2c1 | -30% | 76 | -1% | -30% | ? | 31% | -26%
O=C(Nc1ccccc1C(=O)Nc1ccccn1)c1ccc([N+](=O)[O-])cc1 | -13% | ? | -4% | . | -2% | -2% | 3%
C[C@@H](NC(=O)[C@H]1O[C@@H](n2cnc3c(N)ncnc32)[C@H](O)[C@@H]1O)c1cccc2ccccc12 | . | 11 | 14% | . | -1% | . | .
O=C(Nc1cc(F)cc(F)c1)c1sc(Cl)nc1-c1ccccc1 | -31% | -24 | 14% | 0% | 0% | 2% | -4%
CCC(C(=O)OCC(=O)C1(O)CCC2C3CCC4=CC(=O)CCC4(C)C3C(O)CC21C)C(C)C (stereo not given) | . | 32 | 6% | . | 1% | . | .
COc1ccc(OCCCC(=O)Nc2ccc(N3CCCCC3)cc2)cc1 | -22% | 54 | 9% | -14% | 2% | 0% | -9%
CCCc1nnc(SCC(=O)NC2CCCCC2)n1CCOC | -9% | -8 | -24% | 10% | 1% | -3% | -2%
O=C(COC(=O)/C=C/c1ccccc1Cl)NC1CCCCCC1 | -11%[11.4 µM] | -6 | 10% | 8% | 6% | 3% | ?
O=C(N/N=C/c1cn(-c2ccccc2)nc1-c1ccc(F)cc1)c1ccc(Br)o1 | -29% | -31 | 1% | 30% | -4% | -1% | 2%
Cc1cccc(CN2CCC(CNC(=O)Nc3ccc(F)c(Cl)c3)CC2)c1 | 22% | -38 | 17% | -3% | -7% | 3% | 0%
CN(C)CCN(C(=O)CCS(=O)(=O)c1ccccc1)c1nc2c(F)cccc2s1 | 8% | -12 | 11% | ? | -3% | 4% | -4%
CC1CCC2C(C1)c1sc(=O)[nH]c1SC2(C)C (stereo not given) | -25% | ? | -22% | 11% | 1% | 1% | 1%
CCOc1cc(C(=O)N(C)CC(=O)Nc2cccc(F)c2)ccc1OCC(=O)N1CCOCC1 | -2% | -2 | 44%[activator] | 3% | -6% | . | ?
Fc1c(CSC(=S)N2CCOCC2)cccc1CSC(=S)N1CCOCC1 | -14% | -31 | 4% | 0% | -2% | -2% | ?
O=C(CSc1nnc(NC(=O)c2c(F)cccc2F)s1)NC1CCCCC1 | -16% | 21 | -13% | -2% | 3% | -2% | -9%
C#CCOCCOCCOCCNc1nc(N2CCN(C(=O)[C@H](CCC(=O)O)n3cc(C(N)CC(C)C)nn3)CC2)nc(N2CCN(C(=O)[C@H](CCC(=O)O)n3cc(C(N)CC(C)C)nn3)CC2)n1 (stereo not given in full) | 176%[activator] | . | 7% | -5% | 6% | -6% | 11%
COc1ccc(NC(=O)c2ccc3nc(C)c(N(C)C(=O)CCc4ccccc4)n3c2)cc1OC | . | 27 | 0% | . | 0% | . | .
Cc1cc(S(=O)(=O)N2CCN(CC(=O)NCCc3cccs3)CC2)ccc1Br | 217%[activator] | 7 | 0% | -32% | 1% | . | 1%
Cc1cccc(N2CCN(CCNC(=O)C3COc4ccccc4C3)CC2)c1C (stereo not given) | . | -4 | . | 3% | -5% | . | -2%
CCN(CC)CCNC(=O)C(=O)Nc1ccc(C(=O)OC)cc1 | -17% | 63 | -4% | 8% | 0% | 2% | 0%
Cc1cc(Nc2ccc(C(=O)O)cc2)n2nc(C)nc2n1 | -1% | 1 | -1% | 9% | -4% | -1% | ?
CC(C)NC(=O)CS(=O)(=O)c1ccccc1 | -5% | -33 | -5% | -25% | -7% | 1% | -18%
COc1ccc(-c2sc(Nc3ccccc3)n[n+]2C)c(C)c1C | 13% | 16 | -2% | 0% | -7% | 4% | ?
CCOC(=O)c1c(-c2cccs2)csc1NC(=O)COC(=O)c1c(C)noc1C | -7% | ? | 13% | 10% | -4% | -8% | 3%

Next section, overlapping the part above by 2 compounds.
SMILES | AmpC no deterg | HCMV inh | AMA1-RON2 inh | Sm TGR inh | TbPYK inhibitor | LmPK inhibitor | AmpC detergent
COc1ccc(-c2sc(Nc3ccccc3)n[n+]2C)c(C)c1C | 13% | 16 | -2% | 0% | -7% | 4% | ?
CCOC(=O)c1c(-c2cccs2)csc1NC(=O)COC(=O)c1c(C)noc1C | -7% | ? | 13% | 10% | -4% | -8% | 3%
Cc1cc(C(=O)NCc2ccco2)c2cc(F)ccc2n1 | -8% | 3 | -1% | -20% | 5% | 4% | 2%
COc1ccc([C@H]2CC(=O)C=C(c3ccc(F)nc3)C2)cc1OC | -1% | 27 | -13% | -1% | -7% | . | 6%
O=C(NCCOC(=O)Nc1cccc2ccccc12)OCc1ccccc1 | . | -24 | 9% | . | -1% | . | .
Cc1c(C(=O)NCCC2=CCCCC2)sc2ncnc(N3CCCCC3C)c12 (stereo not given) | 15% | -39 | 6% | -16% | 0% | 1% | -4%
CCCn1c(SCC(=O)Nc2cccc(C(=O)OC)c2)nnc1-c1cccnc1 | -14% | -2 | 1% | 20% | -8% | -8% | -3%
N#Cc1c(NC(=O)c2ccccc2Cl)n(Cc2ccccc2)c2nc3ccccc3nc12 | -38% | -70* | 23% | -16% | 4% | 6% | -7%
Cc1cccc(-c2noc(-c3ccccc3OCC(=O)Nc3ccc([N+](=O)[O-])cc3)n2)c1 | . | 2 | . | -2% | 2% | . | -2%
CC(C)CC(=O)NNC(=S)NCc1ccco1 | -3%[2.29 µM] | -13 | 35%[activator] | -7% | -5% | 0% | -8%
CNc1nc(N/N=C/c2cc([N+](=O)[O-])ccc2F)nc(Nc2ccccc2)n1 | . | ? | 32%[activator] | . | -18% | . | .
